Screening results (PubChem BioAssay)
PTAP TSG101 blk: qHTS Assay for Iinhibitors of HIV-1 Budding by Blocking the Interaction of PTAP/TSG101; Tumor susceptibility gene 101 protein (Homo sapiens), Q99816; Fluorescence polarization, FITC-PTAP peptide / Tsg101 binding; Potency, µM (doses to about 115 µM), for inactives: at the top dose activity change, negative = inhibition, hits mostly inhibitors; 340,000 tested, under 10 active; AID 493005, 2010; active = well fitted inhibition curve with a large enough effect in the main read-out, with a control signal flat, not every such curve was filed as active; inconclusive = small, poorly fitted or top-dose-only effect, or effect the other way, or a change in a side signal; inactive = no such curve, though single readings can be large or run the other way; also: potency is read from the fitted curve at half-maximal effect; % of control where 0% means no effect
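Tsg101 binding domain (10 uM final) was mixed with compound and a FITC-labeled PTAP peptide (50 nM final) in HEPES pH 7.5 buffer with NaCl, Tween 20, EDTA and TCEP; fluorescence polarization was read after 20 min at r.t.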
Tb PFK block: qHTS Assay to Find Inhibitors of T. brucei phosphofructokinase; ATP-dependent 6-phosphofructokinase (Trypanosoma brucei brucei), O15648; T. brucei PFK, ADP-Glo luminescence; AID 485367, 2010; actives 0.17% (n = 330,000); Potency, µM (highest dose often 57.5 µM), for the others: top-dose activity, negative = inhibition, usual class: inhibitors;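 also: potency is read from the fitted curve at half-maximal effect; 0% = uninhibited 1x PFK enzyme wells and -100% = no-enzyme wells; nearly all actives have a fitted effect of over 60% in size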
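Luminescent ADP detection (ADP-Glo, two-step: ATP depletion then ADP-to-ATP conversion for luciferase) reported PFK activity after 45 min room-temperature reaction of 1.25 nM enzyme with 0.5 mM F6P and 0.1 mM ATP at pH 8.0.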
B2AR arrestin: qHTS assay of beta-arrestin-biased ligands of beta2-adrenergic receptor; beta-arrestin recruitment to beta2AR, cell-based reporter; Potency, µM (highest dose often 46.1 µM), without a hit: at the top dose activation, usual class: activators; actives 0.02% (n = 330,000); AID 492947, 2010; Beta-2 adrenergic receptor (Homo sapiens), P07550;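 also: potency is read from the fitted curve at half-maximal effect; 0% = DMSO controls and full agonism = EC100 isoproterenol or metaproterenol; nearly all actives have a fitted effect of over 65% in size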
Chronic BCR inh: qHTS Assay to Find Inhibitors of Chronic Active B-Cell Receptor Signaling. ABC-DLBCL IkBa-CBG/CBR reporter, luminescence ratio, 4 h. actives 0.05% (n = 340,000). Potency, µM (titrated, usually from 46.1 µM), for inactives: at the top dose ratio change, negative = lower green/red ratio, most hits filed as inhibitors; active = well fitted inhibition curve with a large enough effect in the signal ratio, with a control signal flat, not every such curve was filed as active; inconclusive = small, poorly fitted or top-dose-only effect, or effect the other way, or a change in a side signal; the % refers to the signal ratio;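 also: potency is read from the fitted curve at half-maximal effect; plate controls were basal doxycycline-induced cells for no effect and cells given 10 µM MG132 for full effect; MG132 reads +100%, hits lower the ratio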
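Compounds up to 46 uM were incubated four hours with TMD8 cells whose green CBG68 luciferase is fused to IkappaBalpha; red CBR luminescence normalised the signal, and concentration-effect curves were fitted to fusion, red and ratio data.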
TCR activator: Activators of T cell receptors: qHTS campaign | primary human leukocytes, anti-CD3, IL-2 HTRF, 48 h | Potency, µM (doses to about 9.22 µM), for the others: at the top dose activation of IL-2 secretion, usual class: activators | 330,000 tested, under 10 active | AID 504894, 2011; also: % of control where 0% means no effect
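HTRF read-out of IL-2 secretion: europium cryptate donor excited at 320nm, d2 acceptor emission at 665nm. Cells were primary human leukocytes incubated 48 hr with compounds and a-CD3 beads, supplying TCR signal only.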
USP2a inh: qHTS Assay for Inhibitors of Ubiquitin-specific Protease USP2a Using CHOP2 as the Reporter; USP2 core, Ub-CHOP2 coupled fluorogenic reporter, 485/531; Potency, µM (series often up to 38.3 µM), for inactives: top-dose activity change, negative = inhibition, hits mostly inhibitors; actives 0.01% (n = 330,000);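 also: potency is read from the fitted curve at half-maximal effect; plate controls were DMSO wells for no effect and full inhibition by NEM control for full effect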
Target sequence (O75604 whole entry, looked up): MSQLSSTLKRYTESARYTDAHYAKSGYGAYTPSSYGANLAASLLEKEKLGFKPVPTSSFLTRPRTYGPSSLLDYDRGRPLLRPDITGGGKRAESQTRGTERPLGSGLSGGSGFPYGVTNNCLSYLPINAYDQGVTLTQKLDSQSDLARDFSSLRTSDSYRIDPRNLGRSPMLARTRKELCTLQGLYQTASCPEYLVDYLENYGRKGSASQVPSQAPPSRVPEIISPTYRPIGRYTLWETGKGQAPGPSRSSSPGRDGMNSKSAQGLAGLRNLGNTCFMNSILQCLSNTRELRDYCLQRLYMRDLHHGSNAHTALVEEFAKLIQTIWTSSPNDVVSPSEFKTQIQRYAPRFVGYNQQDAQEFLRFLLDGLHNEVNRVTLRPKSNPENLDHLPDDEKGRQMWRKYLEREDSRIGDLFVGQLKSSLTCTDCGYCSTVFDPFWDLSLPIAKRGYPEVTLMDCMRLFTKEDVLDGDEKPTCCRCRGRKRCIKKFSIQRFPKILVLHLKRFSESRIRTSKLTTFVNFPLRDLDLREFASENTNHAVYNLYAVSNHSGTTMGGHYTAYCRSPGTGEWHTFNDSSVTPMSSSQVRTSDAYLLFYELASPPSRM
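USP2 core (10nM final) preincubated 30min RT with compound in 20mM Tris-HCl pH 8.0, 2mM CaCl2, 2mM beta-mercaptoethanol, 0.05% CHAPS; 25nM Ub-CHOP2 plus 25nM reporter substrate added, fluorescence (Ex485/Em531) read after 60min.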
TSHR antagonist: Antagonists of the Thyroid Stimulating Hormone Receptor: HTS campaign; activity change, negative = inhibition, % at 11.5 µM; TSHR-expressing cells, TSH-stimulated cAMP HTRF, 2 h; hits give low values; Thyrotropin receptor (Homo sapiens), P16473; actives 0.2% (n = 330,000); AID 504810, 2011;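 active = activity change below a set negative limit, meaning inhibition stronger than a set level, cut at about -70% in these data; inconclusive = activity change between two set negative limits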; also: % is scaled to controls: 0 for no effect and ±100 for the full control effect
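Read-out is FRET at 665 nm (cryptate excitation 337 nm) from a cryptate-tagged anti-cAMP antibody, competed by cell cAMP against cAMP-d2. Compounds are tested on freshly harvested TSHR cells challenged with 4nM TSH (EC80) for 2 hours at 37 deg C.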
Mito fusion act: qHTS Assay for Small Molecule Inhibitors of Mitochondrial Division or Activators of Mitochondrial Fusion; S. cerevisiae fusion-defective mutant growth rescue, CellTiterGlo 48 h; Potency, µM (doses to about 46.1 µM), for the others: at the top dose growth rescue (activation), most hits filed as activators; actives 0.23% (n = 320,000);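 also: potency is read from the fitted curve at half-maximal effect; % of control where 0% means no effect; nearly all actives have a fitted effect of over 45% in size; temperature-sensitive fusion mutants such as fzo1-1 at 37 °C on non-fermentable ethanol glycerol medium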
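Temperature-sensitive fusion-defective S. cerevisiae (e.g. fzo1-1, mgm1-5) were grown with compound in YPEG medium (3% ethanol, 3% glycerol) for 48 hours at 37C. Growth rescue was measured as viability by CellTiterGlo luminescence after 10 minutes at ambient.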
Eya2 inh: qHTS Assay for Inhibitors of the Phosphatase Activity of Eya2; recombinant Eya2, OMFP fluorescence dephosphorylation (OMFP is methylfluorescein phosphate); Potency, µM (doses to about 76.9 µM), for the others: at the top dose activity, negative = inhibition, most hits filed as inhibitors; Protein phosphatase EYA2 (Homo sapiens), O00167; AID 488837, 2010; actives 0.006% (n = 330,000); also: potency is read from the fitted curve at half-maximal effect; % is scaled to controls: 0 for no effect and ±100 for the full control effect
Target sequence (O00167 whole entry, looked up): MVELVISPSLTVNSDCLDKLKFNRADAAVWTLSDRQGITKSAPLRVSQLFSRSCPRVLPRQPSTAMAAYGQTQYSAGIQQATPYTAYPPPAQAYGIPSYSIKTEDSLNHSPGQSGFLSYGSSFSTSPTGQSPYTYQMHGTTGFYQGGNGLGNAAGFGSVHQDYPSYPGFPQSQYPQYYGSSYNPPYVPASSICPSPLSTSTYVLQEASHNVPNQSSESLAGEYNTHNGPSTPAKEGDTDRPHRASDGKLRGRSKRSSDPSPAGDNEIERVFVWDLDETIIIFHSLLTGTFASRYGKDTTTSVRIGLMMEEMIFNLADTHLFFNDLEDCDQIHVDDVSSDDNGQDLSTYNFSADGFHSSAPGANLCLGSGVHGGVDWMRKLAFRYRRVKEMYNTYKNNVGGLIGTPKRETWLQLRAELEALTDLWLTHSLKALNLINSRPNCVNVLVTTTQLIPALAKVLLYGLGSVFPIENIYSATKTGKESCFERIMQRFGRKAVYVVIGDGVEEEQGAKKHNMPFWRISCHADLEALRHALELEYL
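Eya2 protein (added as 0.2 uM solution) was preincubated with compound for 10 min at ambient temperature in 50 mM HEPES pH 7.5, 50 mM NaCl, 5 uM MgCl2, 0.05% BSA, 1 mM DTT. OMFP (added at 50 uM) then reacted 10 min; fluorescence read at 485/525 nm.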
ELG1 DNA repair: qHTS screen for small molecules that inhibit ELG1-dependent DNA repair in human embryonic kidney (HEK293T) cells expressing luciferase-tagged ELG1; Potency, µM (top dose mostly 46.1 µM), without a hit: at the top dose activity change, negative = inhibition, most hits filed as inhibitors; actives 2.3% (n = 330,000); HEK293T ELG1-luciferase reporter, luminescence, 16 h; DNA damage induced by 5-fluorouridine; also: potency is read from the fitted curve at half-maximal effect; % is scaled to controls: 0 for no effect and ±100 for the full control effect; nearly all actives have a fitted effect of over 55% in size
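5-Fluorouridine DNA damage + compound/DMSO, 2,000 cells/well, 16 h, 37 °C/5% CO2. ONE-Glo, 30 min RT, luminescence. Readout = decrease in reporter signal.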
uPA surface inh: qHTS for Inhibitors of Cell Surface uPA Generation. actives 0.31% (n = 330,000). cell surface uPA generation assay, qHTS. Potency, µM (titrated, usually from 38.3 µM), inactives show at the highest dose activity change, negative = inhibition, actives largely listed as inhibitors; active = well fitted inhibition curve with a large enough effect; inconclusive = small, poorly fitted or top-dose-only effect; inactive = no such curve, though single readings can be large or run the other way; tested in mouse RAW 264.7 cells; also: potency is read from the fitted curve at half-maximal effect; % is scaled to controls: 0 for no effect and ±100 for the full control effect; nearly all actives have a fitted effect of over 55% in size
* marks the source's active call; other numbers are inactive results; ? = inconclusive; nt = not tested or not shown; & = joins results of further samples; [ ] = remark or other dose. Unless noted, calls follow the shape of the dose curve; as a rule, active = well fitted curve in the direction sought with a large enough effect; inconclusive = small, poorly fitted or top-dose-only effect, or another doubt; inactive = no such curve, though single readings can be large; an effect the other way counts as inactive or inconclusive.

SMILES	PTAP TSG101 blk	Tb PFK block	B2AR arrestin	Chronic BCR inh	TCR activator	USP2a inh	TSHR antagonist	Mito fusion act	Eya2 inh	ELG1 DNA repair	uPA surface inh
Cc1ccc(/C(C#N)=C\c2cn(C)c3ccccc23)cc1	nt	-3%	0.0%	?	nt	-14%	-10	25%	1%	?	nt
CC(C)CC(C(=O)N1CCc2ccccc2C1)N1C(=O)c2ccccc2C1=O (configuration not stated)	-1%	-5%	-0.2%	21%	2%	1%	-5	6%	-29%	-2%	-6%
OC(C#CCN1CCOCC1)c1cccs1 (configuration not stated)	-4%	-5%	-0.5%	?	-1%	-7%	38	-4%	19%	?	0%
C#C[C@]1(O)CC[C@H]2[C@@H]3CCc4cc(OC5CCCC5)ccc4[C@H]3CC[C@@]21C	0%	3%	-0.7%	-5%	12%	-9%	-34	-5%	0%	nt	-22%
CCOC(=O)c1c(NC(=O)COC(=O)CCOc2ccccc2C)sc(C(=O)NC)c1C	0%	-1%	-0.1%	?	1%	0%	-2	-20%	19%	?	-29%
CC(=O)Nc1ccc(S(=O)(=O)Nc2nc3ccccc3nc2Nc2ccc(S(N)(=O)=O)cc2)cc1	-1%	-5%	0.1%	-4%	-1%[46.1 µM]	-1%	20	-3%	3%	?	5%
Cc1c(C(=O)N2CCN(S(=O)(=O)c3ccccc3)CC2)oc2ccccc12	2%	6%	-0.1%	-3%	-2%	1%	1	3%	30%	?	-13%
Cc1ccc(NC2CCCN(C(=O)CCc3scnc3C)C2)cc1C (configuration not stated)	0%	3%	0.0%	7%	4%	0%	4	-1%	-5%	-12%	1%
O=C(CCn1c(=O)c2ccccc2n(Cc2ccccc2)c1=O)NC1CCN(Cc2ccccc2)CC1	-7%	-12%	0.0%	-2%	-5%	7%	6	3%	-1%	-22%	-23%
Cc1ccc(Cl)cc1NC(=O)CNC(=O)N1CC(=O)Nc2ccccc21	2%	2%	0.0%	0%	-6%	-1%	1	6%	0%	11%	5%
Cc1ccc2nc(NC(=O)C3CCCN3C(=O)OC(C)(C)C)sc2c1 (configuration not stated)	0%	-9%	-0.1%	7%	-6%	1%	4	-10%	-17%	5%	3%
CCOC(=O)c1cccc(NC(=O)COC)c1	-5%	-1%	-1.6%	7%	-2%	2%	7	0%	-6%	14%	-4%
CCCOc1ccc(C2=NNC(=O)CC2)cc1	-5%	0%	-0.6%	?	1%[46.1 µM]	6%	16	-1%	4%	?	-15%
CN(C)C(CNc1ccc(C(F)(F)F)cn1)c1ccccc1 (configuration not stated)	-3%	1%	-1.2%	-5%	-1%	5%	-4	-11%	-11%	7%	0%
S=C(NCc1ccco1)N1CCN(Cc2ccco2)CC1	-3%	0%	-0.5%	-13%	6%	6%	9	-1%	-3%	4%	1%
CN1CCN(CC(=O)Nc2cc(N3CCOCC3)ccc2[N+](=O)[O-])CC1	-4%	1%	-0.5%	-8%	-1%	-2%	-4	-8%	0%	?	-2%
CCC(Cc1ccccc1)NC(=O)C1CCN(c2nn3c(=O)cc(C)nc3s2)CC1 (configuration not stated)	3%	2%	0.2%	-5%	5%	-1%	-2	-5%	4%	19%	7%
O=C(Nc1cccc(S(=O)(=O)N2CCCCC2)c1)c1ccco1	-6%	-2%	-0.1%	0%	-2%	-2%	1	-3%	16%	1%	6%
O=C(Nc1cccc(F)c1)/C(=C\c1ccco1)NC(=O)c1ccco1	-4%	1%	-0.1%	-2%	4%	2%	-7	0%	2%	10%	-6%
O=C(Nc1ccccc1)c1nnn(Cc2ccccc2)c1NC(=O)C(F)(F)F	-6%	0%	-1.4%	?	nt	0%	-10	-1%	-14%	?	-6%
CSc1ccccc1-c1n[nH]c(=S)o1	-3%	-8%	-0.4%	1%	4%	2%	24	-2%	16%	11%	2%
Cc1ccc(S(=O)(=O)N2C=CC(C(F)(F)F)=NCC2)cc1	-2%	-1%	-0.2%	?	18%	1%	3	2%	-9%	-14%	6%
COC(=O)c1cscc1S(=O)(=O)Cc1ccccc1	-3%	7%	-0.7%	3%	nt	1%	-9	0%	7%	?	-13%
O=C(OCC#CCSc1nnc(-c2cccc3ccccc23)o1)c1cc2ccccc2o1	2%	2%&13%	-0.2%&0.1%	16%&1%	-3%	3%&2%	12&-9	-6%	-10%&11%	?	4%
CCn1nc(NS(=O)(=O)c2ccc(C)cc2)c2cc3ccccc3nc21	-5%	1%	-0.9%	-2%	1%	3%	5	4%	-2%	15%	8%
O=C1CCC(=O)N1CC(O)COc1ccccc1 (configuration not stated)	-8%	-4%	0.1%	?	-4%	-7%	29	-8%	?	6%	2%
CC(C)CN1C(=O)c2ccc(NC(=O)c3ccccc3F)cc2C1=O	-2%	-1%	-0.1%	-19%	4%	-2%	4	0%	nt	?	nt
COc1ccc(-c2nc(CC(=O)O)cs2)cc1OC	nt	0%	0.1%	?	nt	4%	-1	-3%	-1%	19%	nt
CN(C)CCOc1cccc(Cl)c1	0%	-8%	-0.2%	1%	-4%[46.1 µM]	2%	3	-1%	14%	-17%	6%
CC1CN(C2=NC(=O)/C(=C3/C(=O)N(Cc4ccc(F)cc4)c4ccccc43)S2)CC(C)O1 (configuration not stated)	-4%	-15%	-0.6%	-2%	11%	3%	-1	0%	5%	12µM*	9%
CCOC(=O)Cn1cc(C(=O)C(C)(C)C)c2ccccc21	-1%	-9%	0.1%	0%	7%	1%	6	15%	-4%	-7%	-2%
COc1ccc(NC(=O)COC(=O)CNS(=O)(=O)c2ccccc2)cc1OC	-2%	0%	0.3%	3%	-2%	-1%	-2	2%	1%	-9%	2%
Cc1cc(/C=C\c2nc(O)c([N+](=O)[O-])c(=O)[nH]2)c(C)n1-c1ccccc1	-2%	1%	0.1%	1%	6%	5%	-4	-5%	2%	13%	-1%
Cc1ccc(S(=O)(=O)NCC(=O)OCc2csc(-c3ccccc3)n2)cc1	0%	3%	-1.4%	?	-4%[46.1 µM]	2%	4	7%	-19%	?	6%
COc1cc(CCC(=O)Nc2cc(Cl)ccc2N2CCN(C)CC2)cc(OC)c1OC	-11%	0%	-0.8%	5%	nt	1%	10	-1%	2%	14%	-2%
COC(=O)c1ccc(CSCC(=O)Nc2ccccc2)cc1	-4%	0%	-0.5%	9%	-5%	-1%	-8	-2%	6%	-24%	-2%
CSc1ccccc1NC(=O)CSc1nnc(Cc2ccccc2)o1	-5%	1%	0.0%	-5%	0%	2%	-9	2%	0%	-10%	-4%
CCC(NS(=O)(=O)c1ccc2c(c1)NC(=O)C(C)C(=O)N2)c1cccs1 (configuration not stated)	-3%	0%	-0.1%	16%	14%	1%	10	-1%	?	3%	-1%
COc1ccc(CC(=O)NCC2CCCN(Cc3cccc(SC)c3)C2)cc1 (configuration not stated)	-3%	2%	-0.5%	1%	-1%	-1%	8	-1%	10%	3%	0%
O=C(O)c1cccc(NC(=O)C2C3C=CC(C3)C2C(=O)OCC(F)(F)C(F)F)c1 (configuration not stated)	-8%	-1%	0.1%	4%	0%	4%	-11	-7%	-27%	21%	7%
COc1ccc(C(CC(=O)O)NC(=O)c2cccs2)cc1 (configuration not stated)	0%	-8%	0.1%	?	1%	4%	1	-2%	-1%	6%	-1%
CC(=O)N1N=C(c2ccco2)CC1c1cc2ccc(C)cc2nc1Cl (configuration not stated)	1%	4%	-1.6%	6%	-3%	-1%	-5	1%	-6%	?	0%
